Source: PubChem
EWS-Fli block = EWS/Fli-driven NR0B1 reporter inhibitors, primary screen, A673 cells, NR0B1 luciferase, luminescence, MLPCN library | inhibition, % at 12.6 µM | AID 651661, 2012 | 350,000 tested, 0.67% active | viability-normalised;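 active = mean inhibition of at least 50% after viability correction, with every replicate also passing that limit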;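 also: firefly luciferase signal divided by Alamar Blue viability fluorescence both relative to DMSO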
Xi reactivation = activators of inactive X chromosome reactivation, primary screen, imaging, XiGFP fibroblasts, GFP high-content imaging, set 2 | XiGFP mouse fibroblasts, % GFP-positive cells imaging, 3 d; cells co-treated with 5-aza-dC sensitizer; scaled so ellipticine positive control = 100% | activation, % at 7.58 µM | 360,000 tested, 0.055% active;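 active = mean normalized replicate activation at least 10% and every replicate at or above 10%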;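 also: 0% = median of on-plate neutral control wells and 100% = ellipticine 6 µM median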
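System: SV40-immortalized XiGFP fibroblast cells, line 68-5-11 / Incubation: 3-day compound exposure, then 15 min fixation at room temperature / Compound: single concentration per compound, delivered by pin transfer / Buffer or medium: DMEM plus 5-aza-dC sensitizer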
S100A4 inh HTS = inhibitors of S100A4-myosin IIA peptide binding, primary screen, biochemical, fluorescence polarization, TAMRA-MyoIIA peptide. Protein S100-A4 (Homo sapiens), P26447. inhibition, % at 10.7 µM. 360,000 tested, 0.14% active;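 active = mean inhibition of at least 70% across replicates, with every replicate also reaching that level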
Target sequence (P26447 whole entry, looked up): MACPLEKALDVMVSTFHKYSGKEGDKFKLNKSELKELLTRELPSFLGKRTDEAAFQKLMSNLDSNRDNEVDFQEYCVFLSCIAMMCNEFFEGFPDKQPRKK
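Material: human S100A4 monomer with TAMRA-labelled myosin IIA peptide; buffer or medium: HEPES pH 7.2 with CaCl2, KCl, NaCl, DTT, Triton; compound dosing: one concentration per compound; schedule: 5 min incubation before reading; benchmarks: neutral control DMSO, positive control TFP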
RAD52 anneal inh = RAD52 DNA annealing inhibitors, primary screen, biochemical, FRET, single point, set 2 | recombinant RAD52 DNA annealing, FRET fluorescence | inhibition, % at 18.7 µM | 360,000 tested, 0.46% active;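 active = every replicate showing at least 50% inhibition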
esBAF inh = Bmi1 luciferase reporter increase in mESCs, primary screen, esBAF inhibitor project, mouse ES cells, Bmi1 luciferase knock-in, single point; 24 h; 100% = twice the neutral-well signal; reporter increase, % at 12.5 µM; 350,000 tested, 2% active; AID 602393, 2012; in the data active = activation above about 40%;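 also: 0% = median of the plate's neutral control wells and 100% = double that signal; a rise in the Bmi1 reporter signal indicates esBAF inhibition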
FN deposit inh = inhibitors of fibronectin matrix deposition, primary screen, AH1F cells, Alexa488-fibronectin fluorescence, plate reader. 350,000 tested, 0.086% active. inhibition, % at 12.6 µM. AH1F fibroblasts, overnight;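 active = mean inhibition across replicates of 30% or more, regardless of how many single replicates reach that level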;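 also: positive control wells lacked labelled fibronectin entirely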
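Assay system: AH1F fibroblasts / Quantity: 10000 cells per well / Medium: DMEM plus 2% serum, read in PBS / Reagent: labelled fibronectin 24 nM / Dosing: single dose, pinned / Times: 1 h cell attachment, overnight exposure to compound and label / Signal: fluorescence, ex 485 nm, em 525 nm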
E-selectin induc = E-selectin induction in HUVECs, primary screen, imaging, HUVEC, immunofluorescence imaging, single point. activation, % at 7.58 µM. normalized: neutral wells 0, TNF-alpha wells 100. 260,000 tested, 0.37% active;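 active = mean E-selectin-positive cell signal at least 10% of the positive control, reached in at least 60% of replicates, without over 20% cell loss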;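 also: in these data hits start at about 27%; measured in HUVEC primary endothelial cells; signal is the percent of cells scored E-selectin positive by PE staining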
Target sequence (P16581 whole entry, looked up): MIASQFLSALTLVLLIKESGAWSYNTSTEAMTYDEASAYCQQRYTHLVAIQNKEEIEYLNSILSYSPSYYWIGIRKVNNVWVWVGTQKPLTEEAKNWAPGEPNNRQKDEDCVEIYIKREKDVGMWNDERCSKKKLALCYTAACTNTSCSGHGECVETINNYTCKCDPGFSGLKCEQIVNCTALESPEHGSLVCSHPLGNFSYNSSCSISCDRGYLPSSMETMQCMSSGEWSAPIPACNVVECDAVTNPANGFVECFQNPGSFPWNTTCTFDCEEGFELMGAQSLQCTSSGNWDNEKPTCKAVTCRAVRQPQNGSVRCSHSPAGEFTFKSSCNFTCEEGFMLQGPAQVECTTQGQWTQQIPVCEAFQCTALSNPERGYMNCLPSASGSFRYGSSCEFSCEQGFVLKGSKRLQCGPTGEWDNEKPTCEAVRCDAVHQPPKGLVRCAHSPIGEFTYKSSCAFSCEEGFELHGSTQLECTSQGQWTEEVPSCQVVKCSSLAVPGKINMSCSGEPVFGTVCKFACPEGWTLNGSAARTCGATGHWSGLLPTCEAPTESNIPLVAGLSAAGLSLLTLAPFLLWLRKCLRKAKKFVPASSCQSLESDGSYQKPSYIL
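Test system: HUVEC | Signal: Immunofluorescence imaging | Read-out: Percent E-selectin-positive cells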
RAD54 inh = inhibitors of human RAD54 branch migration, primary screen, biochemical, fluorescence, single point | DNA repair and recombination protein RAD54-like (Homo sapiens), Q92698 | RAD54 Holliday junction branch migration, FAM/BHQ fluorescence | inhibition, % at 10.4 µM | 360,000 tested, 0.14% active | AID 602329, 2012;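 active = mean normalized replicate activity at least 40 and at least half of replicates scoring 40 or more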;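 also: 0% = median of neutral control wells and 100% = median of positive control wells; inhibitors cause a drop in the FAM fluorescence signal; in these data hits start at about 50%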
The depositor's hits bear a star; · = not tested or not shown.

SMILES | EWS-Fli block | Xi reactivation | S100A4 inh HTS | RAD52 anneal inh | esBAF inh | FN deposit inh | E-selectin induc | RAD54 inh
O=C(NC1CCCC1)N1CCCCN2[C@H](CO)[C@H](c3ccc(-c4ccncc4)cc3)[C@@H]2C1 | -1 | 0.2 | 4 | -9 | · | · | 0.1 | 4
CCN(Cc1ccccc1)C(=O)C1CCN(Cc2ccc(SC)cc2)CC1 | 13 | 0.0 | 0 | -15 | · | 6 | · | ·
Cc1ccc(NC(=O)CN2C(=O)NC3(CCCC3)C2=O)nc1 | -4 | 0.1 | -1 | -5 | · | -3 | · | ·
CC1(C(=O)NCc2cccc3ccccc23)CCN1Cc1ccccc1OC(F)F (configuration not stated) | 7 | 0.0 | -3 | -10 | 23 | · | -0.6 | 2
CCOC(=O)c1c(C)nc2ccc(Cl)cc2c1-c1ccccc1 | 3 | -0.1 | 0 | 7 | · | 12 | · | ·
CCCc1nnc(NC(=O)CSc2nc3ccccc3[nH]2)s1 | -4 | 0.1 | -7 | -19 | -11 | -4 | · | 1
COC(=O)c1ccc(C(=O)OC)c(NC(=O)CN(c2ccc3c(c2)OCO3)S(C)(=O)=O)c1 | 9 | · | -2 | 1 | -2 | · | · | -2
Cc1cc(Br)ccc1NC(=O)CNC(=O)Cc1ccc(S(=O)(=O)N2CCOCC2)s1 | 2 | -0.1 | -5 | -19 | 0 | 4 | 3.2 | 5
CC(C)C#Cc1ccc([C@@H]2[C@@H](C#N)N(C(=O)C3CCC3)[C@@H]2CO)cc1 | 4 | 0.1 | -7 | 0 | 4 | -3 | 0.5 | -8
CCc1ccc(C(C)NC(=O)C2(C)CC2(Br)Br)cc1 (configuration not stated) | · | · | 0 | -17 | -18 | · | · | 5
CCSc1nc2ccccc2c(=O)n1C1CCOC(C)(C)C1 (configuration not stated) | 11 | -0.1 | -19 | -11 | -10 | -8 | 2.4 | ·
CNC(=O)C1CN(C(=O)c2cccc(S(=O)(=O)N3CCc4ccccc43)c2)c2ccccc2O1 (configuration not stated) | 10 | -0.1 | 2 | -19 | -6 | 1 | -0.2 | -5
CNC[C@@H]1OCCCC[C@H](C)Oc2ccc(NC(=O)Nc3c(C)noc3C)cc2C(=O)N([C@@H](C)CO)C[C@@H]1C | -2 | -1.2 | -6 | -76 | -4 | · | 0.3 | 4
FC(F)(F)c1cnc(C(c2ccccn2)c2ncn[nH]2)c(Cl)c1 (configuration not stated) | -6 | 0.1 | 19 | -21 | · | 4 | · | ·
COc1ccc(C(NC(=O)C(C)C)c2c(O)ccc3ccccc23)cc1 (configuration not stated) | 13 | 0.1 | -1 | -8 | · | 3 | · | ·
CCN(CC)S(=O)(=O)c1ccc(NC(=O)c2cnccn2)cc1 | 5 | -0.1 | -3 | 1 | -1 | -2 | 0.4 | 7
COc1ccc(-c2ccc(NS(=O)(=O)c3cccc([N+](=O)[O-])c3)cc2)nn1 | · | 0.0 | 0 | -1 | 8 | 1 | 0.7 | -6
COc1ccc(OC)c(C(=O)c2ccccc2)c1 | -6 | · | -2 | 5 | 2 | · | · | -12
O=C(N/N=C\c1ccc(OC(=O)c2ccco2)cc1)c1ccc(Cl)cc1 | -3 | 0.0 | 7 | -15 | · | -2 | · | ·
CC=Cc1ccc2n(c1=O)C[C@@H]1[C@@H](CO)[C@H](C(=O)NCc3ccccc3)[C@H]2N1CC (mixture of isomers) | 7 | 0.2 | 4 | -5 | -3 | · | -0.2 | 11
COc1ccccc1OC(C)C(=O)Nc1ccc2c(c1)OCCO2 (configuration not stated) | -27 | 0.0 | -6 | -3 | 11 | 3 | -0.1 | 5
O=S1(=O)CCN(C(CO)c2ccccc2)CC1 (configuration not stated) | 2 | -0.1 | 1 | 4 | · | 3 | · | ·
COc1ccc(NC(=O)Nc2ccc3c(c2)C(=O)N([C@@H](C)CO)C[C@H](C)[C@@H](CN(C)Cc2ccc(C(F)(F)F)cc2)OCCCC[C@H](C)O3)cc1 | 7 | 0.1 | 12 | -29 | -7 | -6 | 0.2 | 3
Cc1ccc(Nc2nc(-c3ccccc3)c(CC(=O)O)s2)cc1 | -98 | 0.3 | -7 | -34 | · | 4 | -0.5 | ·

Part of the list above, as tab-separated lines.
Molecule	EWS-Fli block	Xi reactivation	S100A4 inh HTS	RAD52 anneal inh	esBAF inh	FN deposit inh	E-selectin induc	RAD54 inh
COc1ccc(-c2ccc(NS(=O)(=O)c3cccc([N+](=O)[O-])c3)cc2)nn1	·	0.0	0	-1	8	1	0.7	-6
COc1ccc(OC)c(C(=O)c2ccccc2)c1	-6	·	-2	5	2	·	·	-12
CCN(CC)S(=O)(=O)c1ccc(NC(=O)c2cnccn2)cc1	5	-0.1	-3	1	-1	-2	0.4	7
CNC[C@@H]1OCCCC[C@H](C)Oc2ccc(NC(=O)Nc3c(C)noc3C)cc2C(=O)N([C@@H](C)CO)C[C@@H]1C	-2	-1.2	-6	-76	-4	·	0.3	4
O=S1(=O)CCN(C(CO)c2ccccc2)CC1 (configuration not stated)	2	-0.1	1	4	·	3	·	·

Look-ups from above:
Reading of Cc1cc(Br)ccc1NC(=O)CNC(=O)Cc1ccc(S(=O)(=O)N2CCOCC2)s1 under EWS-Fli block: 2
Reading of COC(=O)c1ccc(C(=O)OC)c(NC(=O)CN(c2ccc3c(c2)OCO3)S(C)(=O)=O)c1 under S100A4 inh HTS: -2
Reading of CNC[C@@H]1OCCCC[C@H](C)Oc2ccc(NC(=O)Nc3c(C)noc3C)cc2C(=O)N([C@@H](C)CO)C[C@@H]1C under S100A4 inh HTS: -6
Reading of Cc1ccc(Nc2nc(-c3ccccc3)c(CC(=O)O)s2)cc1 under E-selectin induc: -0.5
Reading of Cc1ccc(NC(=O)CN2C(=O)NC3(CCCC3)C2=O)nc1 under FN deposit inh: -3
Reading of COc1ccc(OC)c(C(=O)c2ccccc2)c1 under RAD54 inh: -12
Reading of O=S1(=O)CCN(C(CO)c2ccccc2)CC1 (configuration not stated) under S100A4 inh HTS: 1

Following part:
SMILES | EWS-Fli block | Xi reactivation | S100A4 inh HTS | RAD52 anneal inh | esBAF inh | FN deposit inh | E-selectin induc | RAD54 inh
COc1cc(OC)cc(-c2cc(NC(C)=O)n[nH]2)c1 | -20 | 0.0 | 8 | -30 | 2 | 8 | 8.2 | -5
Cc1occc1C(=O)N(C)CC1CCCN(CCc2ccccc2F)C1 (configuration not stated) | · | 0.0 | -26 | -26 | -9 | 1 | -0.4 | -3
C[C@H]1O[C@@H](O[C@H]2[C@@H](O)C[C@H](O[C@H]3[C@@H](O)C[C@H](O[C@H]4CC[C@@]5(C)[C@H](CC[C@@H]6[C@@H]5C[C@@H](O)[C@]5(C)[C@@H](C7=CC(=O)OC7)CC[C@]65O)C4)O[C@@H]3C)O[C@@H]2C)C[C@H](O)[C@@H]1O | 66* | 0.1 | -2 | -12 | 1 | 5 | 2.5 | -1
COCCCNC(=O)Cn1nc(-c2cccc(OC)c2)ccc1=O | -1 | 0.1 | 0 | -13 | -9 | -3 | · | 2
CCOC(=O)COc1ccc(C(=O)CC)cc1OC | 5 | 0.1 | -1 | -6 | 3 | -4 | · | -5
CCCCC[C@@H]1C=C(C(=O)O)[C@H](c2cccc(C)c2)N1S(=O)(=O)c1ccc(C)cc1 | -12 | 0.1 | 2 | -13 | 1 | 6 | 0.0 | -6
CCCC(=O)N1CCN(c2nc3ccccc3s2)CC1 | · | 0.1 | 5 | -19 | -4 | 5 | · | -6
COCC(=O)Nc1ccc2c(c1)[C@H]1C[C@H](CC(=O)NCC3CC3)O[C@H](CO)[C@H]1O2 | -9 | 0.0 | 4 | -15 | -8 | -9 | -0.1 | 2
CC(C)(C)S(=O)N1Cc2cc(C(=O)O)nc(-c3cccc(-c4cc5ccccc5o4)c3)c2[C@@H]1CCO (some centres not stated) | -22 | 0.1 | -16 | -76 | 10 | -4 | 0.5 | -6
COc1cccc(C(=O)N2N=C(c3ccccn3)CC2(O)C(F)(F)F)c1 (configuration not stated) | -1 | 0.2 | -1 | -14 | · | -2 | · | ·
CCOC(=O)c1cc(-c2ccccc2)nn1CC1CC(c2cccc([N+](=O)[O-])c2)=NO1 (configuration not stated) | -1 | -0.1 | -4 | -2 | 8 | 11 | 0.6 | -6
COC(=O)[C@@]12C[C@@H](CC(=O)N3CCCC3)C(=O)N(Cc3ccc4c(c3)OCO4)C1=CCC(C)(C)C2 | -16 | 0.2 | 35 | 4 | · | 5 | -0.3 | ·
O=C(c1ccc(Br)o1)N1CCN=C1SCc1cccc(F)c1 | 1 | 0.3 | -8 | -20 | 4 | 1 | · | -10
Cc1cccc(N2CCN(C(=O)c3cc(S(=O)(=O)N4CCCC4)cn3C)CC2)c1C | 65* | 1.0 | 1 | -7 | 3 | 5 | 2.2 | -5
CCN(CC)c1ccc(/C=N/NC(=O)c2nnn(-c3nonc3N)c2CN(C)C2CCCCC2)cc1 | -2 | -0.1 | 3 | -17 | -7 | 8 | 0.1 | 4
Cc1cc(C)c(OCC(=O)N(Cc2cccs2)C2CCS(=O)(=O)C2)c(C)c1 (configuration not stated) | -5 | 0.0 | -5 | -3 | · | -5 | 0.0 | -5
Cc1nc(NC(=O)COC(=O)C(C)NC(=O)c2ccccc2)c(Cl)cc1Cl (configuration not stated) | 1 | 0.2 | -4 | -12 | -1 | 0 | · | -4
Cc1ccccc1C(=O)NCCOc1ccccc1Cl | -42 | 0.0 | -2 | -4 | 29 | -2 | · | 4
COc1ccccc1NC(=O)Cc1cccc2ccccc12 | 3 | 0.1 | 22 | -9 | -4 | 1 | 0.4 | -5
CCCC(=O)N1CC2(CN(S(=O)(=O)CC)C2)c2c(n(C)c3cc(OC)ccc23)[C@H]1CO | 1 | 0.2 | 2 | 6 | · | · | -0.2 | ·
CCOc1ccc(-c2cc(C(=O)N/N=C/c3ccc(O)cc3)c3ccccc3n2)cc1 | -15 | -0.2 | -1 | -5 | · | -8 | 0.6 | ·
CCC(=O)N(C)C[C@@H]1Oc2cc(-c3cncnc3)ccc2S(=O)(=O)N([C@@H](C)CO)C[C@@H]1C | -4 | -0.9 | -10 | -3 | -3 | 1 | 0.2 | -1
C[C@@H]1CN([C@@H](C)CO)C(=O)Cc2cc(NS(=O)(=O)c3ccc(F)cc3)ccc2O[C@H]1CN(C)C(=O)NC1CCCCC1 | 2 | -0.4 | 4 | 7 | 0 | · | -0.1 | -9
